MEX-5 binding = C. elegans MEX-5 TCR-2 RNA binding activity. MEX-5/FITC-TCR2 RNA binding, fluorescence polarization; hits give low values. activity score (negative = inhibition of binding), % at 10 µM. actives 0.38% (n = 300,000);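 active means inhibition past about -25% in most replicates, and total fluorescence under double the plate's negative control median, limit read from the data; inconclusive means replicates evenly split on the limit, or fluorescence at least double controls; inactive means too little inhibition in most replicates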;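 further: 0% = DMSO and -100% = 5 µM competing unlabeled TCR2 RNA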
MCL1-BIM inh = MCL1-BIM-BH3 interaction inhibition (human); GST-MCL1 / FITC-Bim-BH3 fluorescence polarization; inhibition, % at 10.9 µM; actives 0.68% (n = 320,000); AID 2057;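 active means inhibition above the mean inhibition of all tested compounds plus 3 SD, set per campaign, cut at about 40% in these data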;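 further: 0% = DMSO wells and 100% = unlabeled Bim-BH3 peptide control; higher means more loss of mP so more displacement of Bim peptide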
VLA-4 inh = inhibition in a human VLA-4 binding assay; P13612; VLA-4 expressing cells, ligand binding flow cytometry; inhibition, % (about 7 µM as worked out from the volumes in the protocol); actives 0.2% (n = 330,000); in the data active means inhibition above about 50%
Target sequence (P13612 whole entry, looked up): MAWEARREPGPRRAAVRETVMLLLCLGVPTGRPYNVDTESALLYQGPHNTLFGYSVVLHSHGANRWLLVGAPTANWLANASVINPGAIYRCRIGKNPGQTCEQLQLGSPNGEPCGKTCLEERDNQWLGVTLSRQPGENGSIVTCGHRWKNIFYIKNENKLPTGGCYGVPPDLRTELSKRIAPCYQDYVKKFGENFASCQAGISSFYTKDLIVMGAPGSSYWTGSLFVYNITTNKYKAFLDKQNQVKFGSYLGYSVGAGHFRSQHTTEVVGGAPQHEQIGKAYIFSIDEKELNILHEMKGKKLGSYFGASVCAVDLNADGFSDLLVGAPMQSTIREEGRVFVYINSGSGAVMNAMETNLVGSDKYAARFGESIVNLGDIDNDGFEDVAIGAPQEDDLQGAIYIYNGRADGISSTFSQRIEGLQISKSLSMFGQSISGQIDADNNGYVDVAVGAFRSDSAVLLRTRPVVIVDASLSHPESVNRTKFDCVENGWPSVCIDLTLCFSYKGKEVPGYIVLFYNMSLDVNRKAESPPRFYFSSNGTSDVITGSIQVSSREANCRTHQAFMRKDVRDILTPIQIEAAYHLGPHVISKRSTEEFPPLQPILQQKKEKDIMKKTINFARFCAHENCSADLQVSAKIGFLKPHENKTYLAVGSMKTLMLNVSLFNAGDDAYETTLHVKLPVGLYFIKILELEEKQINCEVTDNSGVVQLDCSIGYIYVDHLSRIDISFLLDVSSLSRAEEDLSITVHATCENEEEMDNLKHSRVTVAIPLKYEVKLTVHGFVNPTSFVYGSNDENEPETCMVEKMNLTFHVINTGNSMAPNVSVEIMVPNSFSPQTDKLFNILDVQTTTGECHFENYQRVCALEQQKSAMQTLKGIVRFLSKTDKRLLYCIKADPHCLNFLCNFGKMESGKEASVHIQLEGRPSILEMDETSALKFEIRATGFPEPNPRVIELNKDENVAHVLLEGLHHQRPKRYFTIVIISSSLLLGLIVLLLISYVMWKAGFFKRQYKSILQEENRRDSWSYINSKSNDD
BCLXL inh = Bcl-xL (human) inhibition; actives 0.7% (n = 320,000); GST-Bcl-xL / FITC-Bim BH3 peptide fluorescence polarization; inhibition, % at 10.9 µM; Q07817; AID 2129;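 active means inhibition above the mean of all tested compounds plus 3 SD, cutoff set per campaign, cut at about 30% in these data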;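 further: 0% = DMSO wells and 100% = unlabeled Bim-BH3 peptide competitor; inhibitors lower millipolarization by displacing the labeled peptide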
Fam108B counter = blocks mouse Fam108B hydrolase in RBBP9 counter-screen; recombinant Fam108B, FP-Rh probe fluorescence polarization; inhibition, % at 9.51 µM; actives 0.33% (n = 300,000);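 active means inhibition above the screen mean inhibition plus 3 SD, computed separately per campaign, cut at about 18% in these data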;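 further: inhibitors lower polarization as less probe binds the enzyme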
AGP1 TOR yeast = yeast TOR pathway AGP1-GFP modulation; S. cerevisiae AGP1-GFP multiplex flow cytometry, 3 h; GFP as percent of DMSO wells; GFP response vs DMSO, % at 10 µM; actives 0.02% (n = 320,000);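 active means GFP response relative to DMSO above a set limit, near screen average plus 3 SD, cut at about 150% in these data; inconclusive means fewer than 70 cells counted for the yeast strain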;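 further: median GFP channel fluorescence of the gated AGP1 strain per well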
CIT2-GFP yeast = yeast TOR pathway CIT2-GFP modulation. S. cerevisiae CIT2-GFP strain, flow cytometry, 3 h; 100 means same as DMSO wells. GFP response vs DMSO, % at 10 µM. actives 0.065% (n = 320,000). AID 2029;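 active means GFP response relative to DMSO above a set limit, near the screen mean plus 3 SD, cut at about 150% in these data; inconclusive means Fewer than 70 cells measured for a yeast strain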;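 further: ratio of well median GFP fluorescence to mean of DMSO wells on the plate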
GRK2 inh = inhibitors of human GRK2 displacing RNA aptamer; bead flow cytometry, FAM-aptamer displacement from GRK2; actives 0.59% (n = 330,000); P25098; AID 488847; inhibition of aptamer binding, % at 10 µM;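 active means inhibition of aptamer binding above 40%, roughly 3 SD of noise, on plates passing a quality check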;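 further: median bead fluorescence of bound FAM aptamer so fluorescent compounds give negative values; no value below 0 was filed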
GLD-1 RNA inh = GLD-1-TGE RNA interaction inhibition (C. elegans) | Q17339 | purified GLD-1 + fluorescein TGE RNA, fluorescence polarization | inhibition, % at 5.96 µM | actives 0.44% (n = 320,000);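 active means percent inhibition above a per-plate cutoff, the plate mean of test compounds plus 3 SD, cut at about 30% in these data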;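 further: 0% = DMSO wells with GLD-1 and probe and 100% = wells lacking GLD-1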
The depositor's hits bear a star; u = inconclusive; x = not tested or not shown. An excerpt; rates above refer to the full screens.

SMILES | MEX-5 binding | MCL1-BIM inh | VLA-4 inh | BCLXL inh | Fam108B counter | AGP1 TOR yeast | CIT2-GFP yeast | GRK2 inh | GLD-1 RNA inh
C/C(=N/OC(=O)N(C)C)c1ncc(C(F)(F)F)cc1N1CCOCC1 | -0.1 | 1.6 | -14.9 | -0.4 | -0.2 | 101.6 | 100.9 | 0.0 | 0.1
COC(=O)C1=C(c2ccccc2)C[C@@H]2CC[C@H]1N2C(=O)NCc1cccc2ccccc12 | -0.7 | -10.6 | -6.4 | -5.8 | 0.6 | 96.9 | 93.4 | 0.0 | 4.0
COc1cc(C[C@@H](C)N)c(OC)cc1I | -0.4 | 2.5 | -24.3 | 5.2 | 3.7 | 87.6 | 92.1 | 0.0 | -1.5
O=C(CNC(=O)OCc1ccccc1)Nc1ccc(Br)cc1C(=O)c1ccccc1Cl | -0.5 | 10.5 | 14.0 | 0.2 | -1.2 | 96.4 | 98.5 | 2.0 | 9.0
O=C(c1ccc(F)cc1)C(Cc1ccccc1)N1CCCCC1 (stereo not given) | 0.6 | -4.8 | 0.4 | -3.0 | -1.6 | 95.5 | 94.2 | 0.0 | -5.1
Cc1ccccc1N1C(=O)NC(=O)/C(=C\c2cnn(-c3ccccc3)c2)C1=O | x | 4.1 | 36.0 | 6.0 | 5.1 | 82.9 | 71.5 | 0.0 | -4.6
C=C[C@@H]1C[C@@]1(C)[C@@H](NP(=O)(c1ccccc1)c1ccccc1)c1ccccc1 | 3.7 | 10.6 | -3.7 | 5.4 | -2.1 | 105.8 | 97.5 | 1.0 | 5.1
CCCOc1ccccc1C1SCC(=O)Nc2c1c(=O)[nH]n2C(C)CCC (stereo not given) | -2.1 | -4.4 | -1.2 | -3.3 | -2.1 | 95.1 | 92.4 | 2.0 | -9.2
CCCN(CCC)[C@@H]1CCc2cccc(O)c2C1 | -5.9 | 3.0 | -18.2 | 8.6 | -3.5 | 88.6 | 89.4 | 0.0 | 1.3
Cc1ccc(CN2CCCC(C(=O)c3cccc(C(F)(F)F)c3)C2)o1 (stereo not given) | 0.8 | -3.8 | 0.1 | 3.6 | -2.0 | 102.6 | 98.5 | 0.0 | 1.5
c1ccc(CCNCc2ccccc2)cc1 | 0.6 | 5.5 | -1.4 | 1.1 | -2.9 | 108.0 | 110.6 | 0.0 | -5.2
CCOC(=O)c1c(C=O)c2ccccc2n1Cc1ccccc1 | -0.2 | -0.8 | -0.7 | 6.1 | 1.8 | 92.7 | 100.2 | 1.0 | -3.7
CCCCn1c(O)c(/C=C2/C=CC=N2)c(=O)[nH]c1=O | -1.6 | -5.4 | -7.0 | -10.2 | -0.8 | 100.0 | 91.4 | 2.0 | 3.4
CCN(CC)CCOC(=O)c1ccc(N=Cc2c(O)[nH]c(=O)[nH]c2=O)cc1 | 31.4 | -77.0 | 7.6 | -58.9 | -1.1 | 98.7 | 96.5 | 0.0 | -82.9
O=c1[nH]c(Cl)ccc1CN1CCOCC1 | -0.1 | -2.4 | 34.3 | -2.4 | 5.7 | 107.6 | 102.6 | 2.0 | 4.8
[O-][n+]1onc2c1CCC1N(O)CCC21O (stereo not given) | 2.7 | 2.5 | -0.6 | 1.3 | 2.2 | 102.1 | 98.3 | 7.0 | 8.0
Cc1cc2oc(=O)cc(-c3cc4ccccc4o3)c2cc1OC(=O)N(C)C | 1.1 | -1.4 | -0.8 | 3.1 | -4.6 | 106.2 | 105.6 | 0.0 | -3.7
CC1(C)N(O)C2CCCCC2N1O (stereo not given) | -4.1 | 4.0 | 22.6 | 3.8 | 2.0 | 103.9 | 93.0 | 1.0 | -2.5
COc1ccccc1CCNC1CCC(C)CC1 (stereo not given) | 0.0 | 3.6 | -1.1 | 6.3 | -5.3 | 96.4 | 94.7 | 0.0 | -6.8
O=P(NS(=O)(=O)c1ccc(Cl)cc1)(Oc1ccccc1)Oc1ccccc1 | -2.0 | 2.0 | 41.8 | 5.9 | -5.2 | 88.0 | 91.2 | 2.0 | -0.6
CC(=NCCO)c1c(O)n(C2CCCCC2)c(=O)[nH]c1=O | -0.5 | -1.0 | -4.2 | 6.7 | 2.8 | 98.1 | 105.1 | 1.0 | -2.1
CN1CCN(c2ccc(S(=O)(=O)C(F)(F)F)cc2[N+](=O)[O-])CC1 | -0.8 | -3.5 | 0.0 | -0.7 | 1.1 | 99.6 | 107.5 | 0.0 | -6.0
O=C(Cc1ccccc1)OCCN1CCCCC1 | -1.5 | 6.9 | 1.1 | 4.4 | 0.5 | 101.3 | 91.0 | 3.0 | 10.6
COc1cc2c(cc1OC)-c1c(OC)c(OC)cc3c1C(C2)N(C)CC3 (stereo not given) | -16.1 | 20.5 | -26.1 | 26.3 | 0.3 | 96.0 | 91.8 | 0.0 | 2.5
CNC(=O)Nc1ccc(C(O)(C(=O)OC)C(F)(F)F)cc1 (stereo not given) | -1.0 | -0.3 | 3.4 | 4.0 | 0.7 | x | x | 0.0 | 7.5
CC1(c2ccccc2)NCCN2C(=O)CSC21 (stereo not given) | -2.4 | 5.3 | -3.5 | 0.7 | 2.5 | 100.0 | 82.6 | 0.0 | 14.9
Fc1cccc(CN2CCN(c3ccc(Cl)cc3)CC2)c1 | 1.5 | -1.2 | 31.2 | 0.8 | -0.6 | 100.9 | 105.4 | 2.0 | 2.4
C=CCn1c(O)c(C(C)=Nc2ccc(NC(C)=O)cc2)c(=O)[nH]c1=O | 0.4 | 9.2 | -1.8 | 7.7 | -1.6 | 102.2 | 106.3 | 5.0 | 3.7
N#CC(C#N)=C(N)c1cccnc1 | 0.4 | 7.4 | 0.6 | 3.8 | 1.0 | 92.9 | 88.7 | 1.0 | 9.7
C=CCN1CCc2cccc3c2[C@H]1Cc1ccc(O)c(O)c1-3 | -4.0 | 43.3* | -4.3 | 23.1 | 0.2 | 91.2 | 90.3 | 2.0 | 0.7

Brought forward from above: 3 entries, then new ones.
SMILES | MEX-5 binding | MCL1-BIM inh | VLA-4 inh | BCLXL inh | Fam108B counter | AGP1 TOR yeast | CIT2-GFP yeast | GRK2 inh | GLD-1 RNA inh
C=CCn1c(O)c(C(C)=Nc2ccc(NC(C)=O)cc2)c(=O)[nH]c1=O | 0.4 | 9.2 | -1.8 | 7.7 | -1.6 | 102.2 | 106.3 | 5.0 | 3.7
N#CC(C#N)=C(N)c1cccnc1 | 0.4 | 7.4 | 0.6 | 3.8 | 1.0 | 92.9 | 88.7 | 1.0 | 9.7
C=CCN1CCc2cccc3c2[C@H]1Cc1ccc(O)c(O)c1-3 | -4.0 | 43.3* | -4.3 | 23.1 | 0.2 | 91.2 | 90.3 | 2.0 | 0.7
O=c1c(C=NCc2cccs2)c(O)n(C2CCCCC2)c(=O)n1C1CCCCC1 | 0.3 | 0.1 | 4.2 | 6.0 | -6.0 | 94.0 | 85.9 | 2.0 | 3.1
CCN1CCN(c2ncnc3ccc(Br)cc23)CC1 | -1.1 | 8.1 | 0.5 | 4.7 | 1.5 | 103.9 | 91.4 | 2.0 | -4.5
C=CP(=O)(O)c1ccccc1 | 0.7 | 7.5 | -7.2 | 5.6 | 1.3 | 104.3 | 99.3 | 2.0 | -5.8
Cc1nn(Cc2ccccc2)c(Cl)c1C(=O)O | 1.7 | 6.2 | 44.5 | 1.6 | -1.1 | 95.7 | 92.3 | 0.0 | -2.2
O=C1NC(=O)N(c2ccc3c(c2)OCO3)C(=O)/C1=C/c1ccc(N2CCCC2)o1 | u | -232.3 | -23.1 | -102.1 | -3.4 | 103.5 | 107.2 | 3.0 | -178.3
NP(=O)(OCC(F)(F)F)Oc1ccc(Cl)cc1 (stereo not given) | 2.5 | -0.4 | 20.9 | 4.7 | 3.5 | 104.5 | 98.3 | 0.0 | 2.0
CCOC(=O)C1(c2ccccc2)CCN(CCC(C#N)(c2ccccc2)c2ccccc2)CC1 | 2.2 | -0.3 | 26.3 | -2.8 | -2.3 | 97.9 | 97.6 | 2.0 | 3.9
O=c1c(/C=N/N2CCOCC2)c(O)n(-c2ccccc2)c(=S)n1-c1ccccc1 | 1.2 | -7.2 | -1.9 | -5.5 | 2.7 | 101.6 | 102.3 | 0.0 | -5.3
Fc1ccc(C(OCCN2CCCC2)c2ccc(F)cc2)cc1 | 0.2 | 0.1 | 20.1 | 5.2 | 4.9 | 101.1 | 104.0 | 0.0 | 2.8
COC(=O)C1=C(c2cccc(OC)c2OC)C[C@@H]2CC[C@H]1N2C(=O)N1CCCCC1 | -0.7 | -0.5 | 4.0 | -1.2 | 3.5 | 83.3 | 87.8 | 3.0 | -1.5
CC(=O)OC1N=C(c2ccccc2)c2cc(Br)ccc2N(C)C1=O (stereo not given) | -0.2 | 0.3 | 0.7 | -2.1 | 1.6 | 102.4 | 97.0 | 0.0 | 0.4
O=C(CNC(=O)c1ccccc1)Nc1ccc(Br)cc1C(=O)c1ccccc1 | -2.4 | -1.8 | 12.4 | 6.4 | -2.3 | 96.0 | 97.5 | 0.0 | -5.3
Cc1c(C)c2ccc(OCC(=O)N3C[C@H]4C[C@@H](C3)c3cccc(=O)n3C4)c(C)c2oc1=O | 0.6 | 5.0 | 33.2 | 0.6 | -1.2 | 99.8 | 101.0 | 3.0 | -1.1
NC(Cc1ccccc1)Cc1ccccc1 | 2.1 | -3.0 | 15.0 | 2.2 | -0.5 | 103.7 | 118.1 | 5.0 | 2.3
O=c1[nH]c(CN2CC=C(c3ccccc3)CC2)nc2cc(C(F)(F)F)ccc12 | -1.0 | -9.4 | -16.6 | 1.0 | -1.5 | 96.7 | 98.0 | 1.0 | -6.1
O=P(C(=Nc1ccc(Cl)cc1)N1CCOCC1)(N1CCOCC1)N1CCOCC1 | x | -2.1 | -0.2 | 2.0 | 1.5 | 104.6 | 105.8 | 0.0 | 8.2
COc1ccc(OC)c(CC(=O)N(C)C2CCCN(Cc3ccccc3F)C2)c1 (stereo not given) | 0.8 | -3.0 | 9.2 | -3.1 | -1.4 | 94.7 | 97.7 | 0.0 | 7.8
O=c1[nH]c(=O)n(Cc2ccc(F)cc2)c(O)c1C=NCc1cccnc1 | -0.8 | 7.9 | 3.6 | 2.3 | 0.9 | 99.9 | 99.5 | 2.0 | -2.0
Cc1cccc(N2C(=O)NC(=O)/C(=C\C=C\c3ccco3)C2=O)c1 | -3.8 | -24.4 | 44.3 | 1.6 | 1.4 | 102.4 | 101.2 | 4.0 | 6.0
COC(=O)C1=C(c2ccc(-c3ccccc3)c(F)c2)C[C@@H]2CC[C@H]1N2C(=O)NCCCOC(C)C | x | -1.0 | 0.0 | 3.9 | x | 110.8 | 108.8 | 2.0 | -2.1
Cn1c(O)c(C(=O)c2ccccc2Cl)c(=O)n(C)c1=O | 2.0 | -9.2 | 13.1 | 0.9 | -1.6 | 112.4 | 105.1 | 0.0 | -7.9
Cc1ccc(OCCOc2cccc(C=C3C(=O)NC(=O)NC3=O)c2)c(C)c1 | -0.1 | 32.7 | -8.0 | 4.6 | 3.9 | 95.9 | 98.7 | 1.0 | 3.2
CC(C)NC(C)C(=O)C12CC3CC(CC(C3)C1)C2 (stereo not given) | -0.5 | -4.0 | 0.2 | -1.4 | 0.7 | 95.9 | 108.8 | 3.0 | 3.2
O=C(Nc1ccc(Cl)cc1)O/N=C(\c1ccccc1)c1ccccn1 | -4.6 | 5.2 | 10.5 | 9.9 | 3.9 | 100.1 | 109.0 | 0.0 | 4.5

Assay outcomes (PubChem)
